# Source: PubChem BioAssay (National Center for Advancing Translational Sciences (NCATS))
# Menin MLL FP TR = inhibitors of human menin-MLL interaction, mutant MLL peptide | O00255 | Menin + Texas Red MLL mutant peptide, fluorescence polarization | Potency, µM (doses to about 61.6 µM), without a hit: at the highest dose FP activity change, negative = inhibition, actives largely listed as inhibitors | 270,000 tested, 0.23% active | AID 1768; active means well fitted inhibition curve with a large enough effect in the polarisation, with a control signal flat, not every such curve was filed as active; inconclusive means small, poorly fitted or top-dose-only effect, or effect the other way, or a change in a side signal; inactive means no such curve, though single readings can be large or run the other way; the % refers to the polarisation; further: potency means the concentration at half of the fitted maximal effect; % of control where 0% means no effect; many of its hits are not listed in these tables
# CXXC DNA block = inhibitors of human MLL CXXC domain-DNA interaction | Q03164 | AID 2662 | MLL-CXXC / FITC-HOXA9 DNA fluorescence polarization | 290,000 tested, 0.037% active | Potency, µM (series often up to 115 µM), inactives show at the highest dose activity change, negative = inhibition, hits mostly inhibitors; active means well fitted inhibition curve with a large enough effect in the polarisation, with a control signal flat, not every such curve was filed as active; inconclusive means small, poorly fitted or top-dose-only effect, or effect the other way, or a change in a side signal; inactive means no such curve, though single readings can be large or run the other way; the % refers to the polarisation; further: potency means the concentration at half of the fitted maximal effect
#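 Fluorescence polarization: 7 uM MLL-CXXC (stock) preincubated 5 min with compounds, then 50 nM fluorescein-HOX-A9 DNA (stock) added; 30 min ambient. Buffer 50 mM Tris-HCl pH 7.5, 50 mM NaCl, 1 mM DTT, 0.05% BSA.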
# B2AR arrestin = recruits beta-arrestin to the human beta2-adrenergic receptor; beta-arrestin recruitment to beta2AR, cell-based reporter; 330,000 tested, 0.02% active; Potency, µM (top dose mostly 46.1 µM), for the others: top-dose activation, most hits filed as activators; AID 492947;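 further: potency means the concentration at half of the fitted maximal effect; 0% = DMSO controls and full agonism = EC100 isoproterenol or metaproterenol; nearly all actives have a fitted effect of over 65% in size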
# Target sequence (P07550 whole entry, looked up): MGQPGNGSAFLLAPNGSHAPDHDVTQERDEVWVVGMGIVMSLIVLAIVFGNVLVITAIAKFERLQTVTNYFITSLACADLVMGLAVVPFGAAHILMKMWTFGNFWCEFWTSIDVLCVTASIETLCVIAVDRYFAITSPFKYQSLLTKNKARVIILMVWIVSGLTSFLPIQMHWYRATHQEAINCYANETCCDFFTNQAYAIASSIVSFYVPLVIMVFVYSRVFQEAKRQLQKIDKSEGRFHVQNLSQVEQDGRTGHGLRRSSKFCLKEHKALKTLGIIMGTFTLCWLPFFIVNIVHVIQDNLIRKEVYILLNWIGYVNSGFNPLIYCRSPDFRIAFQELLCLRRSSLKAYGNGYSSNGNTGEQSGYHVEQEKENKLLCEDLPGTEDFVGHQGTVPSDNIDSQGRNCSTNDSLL
# PKM2 activator = activators of human pyruvate kinase M2; AID 1631; purified PKM2, Kinase-Glo ATP luminescence, activation; response scale: 0% is enzyme alone, no compound; 260,000 tested, 0.34% active; Potency, µM (highest dose often 57.5 µM), inactives show at the highest dose activation, most hits filed as activators; P14618; further: potency means the concentration at half of the fitted maximal effect; on the % scale 0 is the no-effect control and ±100 the full control effect; nearly all actives have a fitted effect of over 55% in size
# Target sequence (P14618 whole entry, looked up): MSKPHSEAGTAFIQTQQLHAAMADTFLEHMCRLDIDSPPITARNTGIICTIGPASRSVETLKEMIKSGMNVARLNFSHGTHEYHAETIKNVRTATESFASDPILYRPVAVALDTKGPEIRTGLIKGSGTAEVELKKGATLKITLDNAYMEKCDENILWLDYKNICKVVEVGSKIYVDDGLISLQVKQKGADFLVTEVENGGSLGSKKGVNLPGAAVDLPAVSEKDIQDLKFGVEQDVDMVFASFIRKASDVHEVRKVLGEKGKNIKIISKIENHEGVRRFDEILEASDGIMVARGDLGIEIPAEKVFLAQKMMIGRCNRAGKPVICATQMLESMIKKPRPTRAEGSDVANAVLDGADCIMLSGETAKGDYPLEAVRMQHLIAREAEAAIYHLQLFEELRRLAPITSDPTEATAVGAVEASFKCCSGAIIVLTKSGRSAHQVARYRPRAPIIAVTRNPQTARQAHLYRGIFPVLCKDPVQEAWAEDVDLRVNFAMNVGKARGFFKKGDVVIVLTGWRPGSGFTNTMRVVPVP
#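 ATP formation by purified human PK-M2, quantified via coupled luciferase luminescence after 1 h at room temperature with 0.1 mM ADP and 0.5 mM PEP final.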
# TRPV1 agonist = human TRPV1 agonism | Q8NER1 | TRPV1-expressing cells, Fluo-8 calcium influx, agonist mode | activation, % at 8.33 µM | 320,000 tested, 0.19% active | AID 540275; in the data active means activation above about 80%; inconclusive means between about 30% and that limit; further: 0% is about no effect
#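 Cells expressing TRPV1 were dye-loaded with Fluo-8 and read kinetically: 10 s baseline, 3 min after compound (agonist portion), then 2 min after EC20 capsaicin (allosteric enhancer portion). Calcium-bound dye fluorescence at 480/520 nm.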
# GALK inhibitor = inhibitors of human galactokinase; 270,000 tested, 0.007% active; Potency, µM (titrated, usually from 57.5 µM), for inactives: top-dose activity change, negative = inhibition, usual class: inhibitors; Purified GALK, Kinase-Glo residual ATP luminescence; P51570; further: potency means the concentration at half of the fitted maximal effect; on the % scale 0 is the no-effect control and ±100 the full control effect
#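 Luminescence from leftover ATP (Ultra-Glo luciferase/luciferin) served as read-out after a 1 h room-temperature reaction of 5 nM GALK with 35 uM ATP and 100 uM galactose.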
# KCNH2 3.1 block = KCNH2 3.1 (human) potassium channel inhibition; U2OS KCNH2 3.1, thallium flux FluxOr; stronger effect = lower value; AID 720553; activity change, % (tested at about 1.8 µM); 340,000 tested, 0.95% active;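 active means maximum activity change below -70%; inconclusive means maximum activity change from -70% to -50%; inactive means maximum activity change above -50%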;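 further: thallium influx rate constant from kinetic fluorescence after stimulation buffer; on the % scale 0 is the no-effect control and ±100 the full control effect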
#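 We transduce U2OS cells with the mutant 3.1 virus, culture them overnight, load FluxOr with Red40 quencher for 45 min, then add stimulation buffer and read kinetically for 2 min to derive a normalized rate constant.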
# Coupling enz = counter-screen for Giardia aldolase inhibitors: coupling enzyme system. coupling enzyme system counterscreen, AmpLite Red fluorescence. activity change, negative = inhibition, % at 58.2 µM, hits read low. 290,000 tested, 0.67% active; in the data active means activity change below about -30%; further: on the % scale 0 is the no-effect control and ±100 the full control effect
#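 Counterscreen lacking aldolase: glyceraldehyde-3-phosphate coupling-enzyme reagent preincubated 10 min at RT with compound (at 57.5 uM final), then substrate/coupling system with AmpLite Red added; fluorescence read at 525/598 nm after 20 min RT.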
# Giardia killer = Giardia lamblia killing. Giardia lamblia trophozoite viability. activity change, % at 7.66 µM, hits read low. 340,000 tested, 0.15% active. AID 540267; in the data active means activity change below about -80%; inconclusive means between about -30% and that limit;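 further: parasites exposed to compound for two days anaerobically before the ATP read; on the % scale 0 is the no-effect control and ±100 the full control effect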
#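 Compounds were tested on trophozoites seeded at 100 cells/well and held 48 hrs at 37 deg C anaerobically. An ATP-based luminescent kit measured the remaining live cells.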
# hERG WT inh = blocks the wildtype human KCNH2 potassium channel; 340,000 tested, 0.37% active; AID 720551; activity change, % at 1.84 µM; Q12809; U2OS, BacMam KCNH2, thallium flux FluxOr; stronger effect = lower value;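 active means maximum activity change below -70%; inconclusive means maximum activity change between -70% and -50%; inactive means maximum activity change above -50%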; further: on the % scale 0 is the no-effect control and ±100 the full control effect
#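 U2OS cells transduced with wild-type KCNH2 virus are loaded with FluxOr dye for 45 min, and thallium flux is measured in kinetic reads before and after stimulation buffer. Rate constants are normalized to DMSO controls.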
# USP2a inh = inhibitors of human ubiquitin-specific protease USP2a; 330,000 tested, 0.01% active; Potency, µM (top dose mostly 38.3 µM), without a hit: top-dose activity change, negative = inhibition, usual class: inhibitors; USP2 core, Ub-CHOP2 coupled fluorogenic reporter, 485/531; O75604;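 further: potency means the concentration at half of the fitted maximal effect; plate controls were DMSO wells for no effect and full inhibition by NEM control for full effect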
#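 USP2 core (10nM final) preincubated 30min RT with compound in 20mM Tris-HCl pH 8.0, 2mM CaCl2, 2mM beta-mercaptoethanol, 0.05% CHAPS; 25nM Ub-CHOP2 plus 25nM reporter substrate added, fluorescence (Ex485/Em531) read after 60min.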
# An asterisk follows results filed as active; ? = inconclusive; / = not tested or not shown; & = joins results of further samples; [ ] = dose if it differs, or a comment. Unless noted, the call rests on the fitted dose curve; in most records, active means well fitted curve in the direction sought with a large enough effect; inconclusive means small, poorly fitted or top-dose-only effect, or another doubt; inactive means no such curve, though single readings can be large; an effect the other way counts as inactive or inconclusive. Some of the compounds tested, so the mix of outcomes need not match the whole.
item	molecule	Menin MLL FP TR	CXXC DNA block	B2AR arrestin	PKM2 activator	TRPV1 agonist	GALK inhibitor	KCNH2 3.1 block	Coupling enz	Giardia killer	hERG WT inh	USP2a inh
1	Cc1ccc(-c2nc(C(=O)NCCCN3CCOCC3)cc3c2[nH]c2ccccc23)cc1	?	?	-0.2%	2%	21	/	0	0	16	1	3%
2	CC1CCCCC12NC(=O)N(CC(=O)NCCc1ccc(F)cc1)C2=O (stereo not given)	/	/	-1.0%	/	4	/	-16	/	28	35	1%
3	COc1cc(/C=N/Nc2cccc(C)c2)ccc1OC(=O)c1cccs1	?	118%[activator]	-0.4%	4%	16	0%	7	3	0	-2	2%
4	CC(C)CN1C(=O)c2ccc(C(=O)Nc3ccccn3)cc2C1=O	27%	-9%	-0.4%	2%	?	1%	-2	0	?	-17	-1%
5	O=C(Cn1ccc([N+](=O)[O-])n1)N1CCCCCC1	8%	24%	-0.1%	1%	-2	1%	1	1	0	-1	11%
6	CCOC(=O)C1(C(F)(F)F)N=C(C(F)(F)F)Nc2ccc(F)cc21 (stereo not given)	-10%	-1%	-1.3%	4%	1	/	8	-4	-19	2	2%
7	Cc1ccc(OCC(=O)Nc2ccc(S(=O)(=O)N3CCOCC3)cc2)c([N+](=O)[O-])n1	7%	2%	-0.1%	-3%	1	5%	18	0	-29	-1	-5%
8	CCC1=C(OC(=O)N(CC)CC)N2C(=O)OC(=NCC3CC3)[C@]2(C)[C@H]2C1=CC[C@H]1C(=O)N(CC)C(=O)[C@H]12	18%	-2%	-0.5%	2%&14%	5	-2%	1	0&1	-11	-2	0%
9	O=C(/C=C/c1cccc([N+](=O)[O-])c1)NCCN1CCOCC1	/	-1%	-0.6%	3%	/	-6%	-43	0	6	-3	0%
10	COc1cc(C(=O)OCCCOC(=O)c2cc(OC)c(OC)c(OC)c2)cc(OC)c1OC	-8%	0%	-0.1%	-4%	0	0%	-20	-5	-3	-1	-1%
11	CC(=O)N/N=C(\C)c1cccc(NC(=O)c2cccs2)c1	6%	1%	-0.2%	10%	-2	/	-10	-2	-2	5	2%
12	CCOc1cc(C(=O)O)cc(Cl)c1OCC#N	14%	13%	-0.4%	0%	-4	-1%	27	5	10	0	3%
13	CCC(C)NC(=O)C(Cc1ccccc1)NS(=O)(=O)c1ccc2c(c1)CCC(=O)N2 (stereo not given)	/	15%	0.0%	/	0	7%	-6	/	-21	-6	2%
14	CN(C)S(=O)(=O)c1cccc(NC(=S)NN=C(Cc2ccccc2)Cc2ccccc2)c1	-2%	9%	0.5%	1%	3	-1%	7	-2	-17	0	-1%
15	Cc1nc(SCCOc2ccccc2)[nH]c(=O)c1Cc1ccccc1	3%	-4%	-0.6%	-23%	1	-1%	-13	2	7	6	3%
16	Cn1c(NC(=O)c2ccco2)cc(=O)n(C)c1=O	11%	0%	0.7%	1%	0	11%	-3	3	4	1	4%
17	Nc1ccccc1-n1c(=O)n(Cc2ccccc2F)c(=O)c2[nH]cnc21	0%	55%[activator]	-0.6%	/	0	0%	-8	1	-9	11	0%
18	OC1(c2ccc(OC(F)F)cc2)CSC(=Nc2cccnc2)N1Cc1ccco1 (stereo not given)	-11%	12%	0.0%	0%	3	0%	-3	-3	9	-17	3%
19	Cc1noc(NC(=O)c2cccc(C(F)(F)F)c2)c1Cl	-5%	-4%	0.1%	3%	6	-1%	7	0	11	1	8%
20	Nc1nc(Cl)cc(NCCc2ccccc2)n1	-6%	-3%	0.0%	/	3	9%	/	-1	/	/	1%
21	O=C(c1ccccc1F)N1CCCC(C(=O)N2CCN(c3ccccc3)CC2)C1 (stereo not given)	/	-5%	-0.6%	-3%	2	-4%	0	-1	-3	4	3%
22	C=CCNC(=O)COC(=O)c1cc(S(=O)(=O)N2CCOCC2)ccc1N1CCCCC1	-6%	8%	-0.4%	-8%	5	1%	11	0	-17	3	0%
23	COc1ccc(-c2cc(C(=O)N3CC(C)CC(C)C3)c3ccccc3n2)cc1 (stereo not given)	/	/	-0.4%	/	-3	/	-7	/	-22	-5	0%
24	Cc1ccccc1C(=O)OC(C)CN1CCOCC1 (stereo not given)	-2%	-1%	-0.9%	0%	3	5%	-11	2	-2	/	1%
25	COC(C(=O)NNC(=O)Cc1ccc(Cl)cc1)c1ccccc1 (stereo not given)	/	-13%	-0.2%	2%	12	3%	9	4	19	-4	1%
26	CCOc1ccccc1C(=O)Nc1cnn(Cc2ccc(F)cc2)c1	1%	0%	-1.0%	1%	?	-5%	-14	0	2	-7	2%
27	COc1ccc(-c2csc(/C(C#N)=C(\O)CSc3nccn3C)n2)cc1OC	?	1%	0.5%	32%	-6	5%	4	-15	-4	6	-2%
28	CCOCCCNCC(O)c1ccccc1 (stereo not given)	-5%	7%	0.1%	0%	5	1%	3	1	-2	30	0%
29	COc1nc(NC(C)(C)C)nc(Oc2ccc(=O)n(-c3ccccc3)n2)n1	3%	1%	0.0%	5%	2	0%	-6	0	1	5	2%
30	Cc1ccc(S(=O)(=O)Nc2ccccc2/C=N/c2nc3ccccc3n2C)cc1	7%	-5%	0.0%	-16%	-2	0%	-11	-7	3	-10	-2%
31	COc1cc(C(C(=O)NC(C)(C)C)N(Cc2ccccc2)C(=O)c2cnccn2)cc(OC)c1OC (stereo not given)	7%	-10%	0.3%	-4%	-1	-2%	1	1	-1	5	1%
32	CCC(=O)NNC(=O)c1cc(COc2cc(Cl)cc(Cl)c2)on1	/	6%	0.2%	-2%	0	/	1	7	29	-5	4%
33	Oc1ccccc1/C=C/c1noc(-c2ccccc2O)n1	?	-2%	0.1%	-2%	0	0%	-1	0	-14	0	0%
34	CN(Cc1ccc(Cl)s1)C(=O)CSc1nnc(C2CC2)n1C1CC1	/	/	0.2%	/	0	/	-5	/	?	-11	0%
35	O=C(NCCN1CCOCC1)c1cc2ccccc2oc1=O	0%	?	0.1%	/	-2	2%	-7	-1	-13	5	0%
36	COc1cc(CNCc2cc(OC)ccc2OC)cc(OC)c1	-6%	-5%	0.4%	0%	-4	-3%	10	-2	2	0	2%
37	CC(C)CCn1cnc2c(oc3nc4c(cc32)CCCC4)c1=O	/	-7%	-0.6%	-7%	0	-1%	-12	1	?	-3	1%
38	CCC(=O)NCCC(c1ccco1)c1ccccc1OC (stereo not given)	1%	-1%	11%	21%	3	-3%	2	-14	5	-1	-3%
39	Cc1cc(C(=O)OCC(=O)Nc2cccc(S(N)(=O)=O)c2)c2ccccc2n1	/	-11%	-0.7%	3%	-6	/	24	-8	20	-2	-1%
40	Cn1c2c(c3cc([N+](=O)[O-])ccc31)CCCC2	1%	1%	-0.5%	1%[11.5 µM]	5	-1%	2	1	-6	-11	-3%
41	CN1CCCN(C(=O)c2ccc(Cl)s2)CC1	/	-11%	0.0%	-6%	-1	7%	-7	/	3	-6	0%
42	COc1ccc2c(c1OC)C(=O)N(c1ccccc1)C2=O	-11%	-8%	0.1%	1%	1	-1%	10	-3	-14	-4	-1%
43	O=c1c(-c2nc3ccccc3s2)cccn1Cc1ccc(Cl)c(Cl)c1	-15%	1%	0.3%	5%	2	0%	-8	-1	-3	-3	2%
44	Cc1ccc(CC(C(=O)O)C(C)C(=O)Nc2ccc(F)cc2)cc1 (stereo not given)	16%	?	-0.7%	/	2	-1%	26	1	?	-2	-2%
45	CCc1ccccc1NC(=S)N(CCN1CCCCCC1)Cc1ccco1	-18%	-2%	-1.0%	-8%	9	0%	-43	2	8	-8	-1%
46	CC(=O)N1c2ccc(S(=O)(=O)NCCC(=O)Nc3ccc(F)cc3C)cc2CC1C (stereo not given)	18%	37%[activator]	-0.2%	-2%[0.46 µM]	-3	0%	-10	0	-14	-20	4%
47	O=C1NCCCc2c1oc1ccc(O)cc21	4%	0%	-0.7%	-14%	3	0%	17	2	0	-14	-2%
48	O=S(=O)(c1ccc(Cl)cc1)n1nnc2ccccc21	11%	-6%	-0.6%	-3%	-1	1%	-4	/	0	1	-1%
49	Cc1noc(C(F)(F)F)c1C(=O)NNC(=O)c1ccccc1	/	-5%	-0.5%	-4%	0	3%	1	-1	-6	-1	1%
50	O=C(CN1CCCC1)NC12CC3CC(CC(C3)C1)C2	-14%	-3%	-0.8%	-7%	-3	1%	-6	1	-17	18	-3%
